# TDP1 cell CPT = growth inhibition of DT40 Tdp1-/-;hTDP1 cells with camptothecin (screen for TDP1 inhibitors). chicken DT40 Tdp1-/-;hTDP1 cells + 20 nM CPT, ATP luminescence, 48 h. Potency, µM (top dose mostly 46.2 µM), inactives show at the top dose activity change, negative = growth inhibition, usual class: inhibitors. 12% of 420,000 active; also: nearly all actives have a fitted effect of over 55% in size
#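 Cell growth measured by CellTiter-Glo luminescence after a minimum 48 h, 37 C compound exposure with 20 nM CPT in Tdp1-knockout DT40 cells stably expressing hTDP1, seeded 400/well; qHTS titration format.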
# TDP1 cell noCPT = qHTS for Inhibitors of human tyrosyl-DNA phosphodiesterase 1 (TDP1): qHTS in cells in absence of CPT; DT40 Tdp1-/- hTDP1 cells, no CPT, ATP luminescence, 48 h; Potency, µM (top dose mostly 46.2 µM), for the others: at the highest dose activity change, negative = growth inhibition, hits mostly inhibitors; 15% of 420,000 active; AID 686978, 2013; also: nearly all actives have a fitted effect of over 55% in size
#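 Growth of hTDP1-complemented DT40 Tdp1-knockout cells is measured by ATP luminescence after at least 48 hr compound exposure at 37 °C, with DMSO substituting for the 20 nM CPT used in the parallel screen.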
# TDP1 inh = TDP1 (human) enzyme inhibition; Q9NUW8; recombinant TDP1, AlphaScreen DNA substrate cleavage; Potency, µM (highest dose often 130 µM), inactives show top-dose activity change, negative = inhibition, hits mostly inhibitors; 0.28% of 350,000 active; AID 485290; also: nearly all actives have a fitted effect of over 40% in size
# Target sequence (Q9NUW8 whole entry, looked up): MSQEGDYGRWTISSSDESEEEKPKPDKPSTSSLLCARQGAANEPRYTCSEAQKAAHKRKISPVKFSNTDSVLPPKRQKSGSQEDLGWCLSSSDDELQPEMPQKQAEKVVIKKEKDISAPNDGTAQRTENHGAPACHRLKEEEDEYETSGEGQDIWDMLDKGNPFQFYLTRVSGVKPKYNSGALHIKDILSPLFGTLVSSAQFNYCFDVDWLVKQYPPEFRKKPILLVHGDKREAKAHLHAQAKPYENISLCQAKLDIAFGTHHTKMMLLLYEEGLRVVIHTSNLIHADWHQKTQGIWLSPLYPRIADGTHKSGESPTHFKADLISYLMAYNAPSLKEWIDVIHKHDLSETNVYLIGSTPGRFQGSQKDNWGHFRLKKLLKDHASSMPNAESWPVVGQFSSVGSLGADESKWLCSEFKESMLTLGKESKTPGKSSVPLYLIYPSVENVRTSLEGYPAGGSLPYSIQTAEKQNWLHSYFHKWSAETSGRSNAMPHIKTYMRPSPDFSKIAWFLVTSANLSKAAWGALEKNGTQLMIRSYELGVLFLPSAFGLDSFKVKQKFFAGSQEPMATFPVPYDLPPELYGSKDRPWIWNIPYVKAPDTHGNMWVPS
#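 Tdp1 1 nM final; 15 min RT w/ cpd; substrate 15 nM, 5 min; beads 10 ug/ml, 10 min; AlphaScreen read. Neg ctrl: no enzyme.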
# * hit, by the source's call; ? = inconclusive; . = not tested or not shown; [ ] = another dose, or the depositor's remark. Calls follow the shape of the dose curve; as a rule, active = well fitted curve in the direction sought with a large enough effect; inconclusive = small, poorly fitted or top-dose-only effect, or another doubt; inactive = no such curve, though single readings can be large; an effect the other way counts as inactive or inconclusive. % is scaled to controls: 0 for no effect and ±100 for the full control effect; potency is read from the fitted curve at half-maximal effect. This is a random part of the collection; about 18% have a hit in one of these screens.
SMILES,TDP1 cell CPT,TDP1 cell noCPT,TDP1 inh
CC(=O)OCC1OC(COC(C)=O)(c2ccc(C)cc2)C(OC(C)=O)C1OC(C)=O (stereo not given),0%,0%,.
O=S1(=O)N[C@@H](Cc2ccccc2)COc2cc(N3CCSCC3)ccc21,-1%,-24%,.
Cc1ccc(C)c(NC(=O)CSc2nc(=O)n(CCN(C)C)c3c2CCC3)c1,-16%,-1%,3%
O=C(O)C1CCC1C(=O)Nc1nc(-c2ccc(Cl)s2)cs1 (stereo not given),-11%,-6%,-3%
Cc1cnc(C(=O)Nc2ccc(F)c(F)c2)cn1,-15%,-11%,3%
CC(C)(C)c1ccc(C(=O)N/N=C/c2cccc(Cl)c2)cc1,?,16µM*,7%
CC(=O)Nc1sc2c(c1C(c1cccc(Cl)c1)N1CCN(CCO)CC1)CCCC2 (stereo not given),16µM*,26µM*,8%
CCCNC(=O)C1CC(=O)N(c2ccc(OCC(=O)Nc3cccc(C)c3C)cc2)C1 (stereo not given),?,-22%,2%
Cc1sc2nc(CN(Cc3cccs3)C(=O)C3CC3)[nH]c(=O)c2c1C,16µM*,9.2µM*,2%
COc1ccc(S(=O)(=O)N2CCCN(C)CC2)cc1,13%,-9%,.
COCCn1c(SCC(=O)Nc2ccc3c(c2)CCC3)nc2ccccc2c1=O,?,?,3%
Cn1c(CSc2nc3ccccc3s2)nc2ccccc21,?,?,4%
Cc1ncoc1C(=O)N1CCc2c([nH]c3ccccc23)C1C(C)(C)C (stereo not given),6%,?,4%
Cc1ccc(C)c(N2CCN(CCCNC(=O)Cn3cccc3C(=O)c3ccccc3C)CC2)c1,2.6µM*,2.6µM*,3%
CC(C)CC1C(=O)N(Cc2cn(Cc3ccco3)nn2)CCS(=O)(=O)N1Cc1ccc(-c2cccc(CO)c2)cc1 (stereo not given),?,16µM*,.
COc1cc(S(=O)(=O)N2CCCCC2)ccc1NC(=O)/C=C/c1ccccc1,?,?,5%
COc1ccc2sc(N(Cc3cccnc3)C(=O)C3COc4ccccc4O3)nc2c1 (stereo not given),?,?,3%
O=C(/C=C/c1ccccc1)NNC(=O)c1cccc(Cl)c1,3%,-18%,4%
Cn1ncc(Cl)c1C(=O)NCc1ccc(Cl)cc1,?,8.2µM*,-2%
COc1ccc(Nc2cc(C)c3ccccc3n2)cc1,-29%,?,5%
COc1ccc(OCc2nnc(SCC(=O)NCc3ccco3)o2)cc1,0%,3%,7%
O=C(NCc1csc(-c2cccs2)n1)Nc1cccc(Cl)c1,5%,7%,-2%
COc1cc(C(=O)NC2CCCCC2)ccc1OC1CCN(C(C)=O)CC1,2%,9%,.
CCC/C(=N/NC(=O)c1nnn(-c2nonc2N)c1CN1CCCCC1)c1ccccc1,-12%,-9%,.
COC(=O)C1=C(CS(=O)(=O)c2ccc(C)cc2C)NC(=O)NC1c1ccc(C)cc1 (stereo not given),-1%,-3%,1%
Cc1cc(C)cc(N(CC(=O)NC2CCCCC2)C(=O)c2csnn2)c1,14%,0%,.
CCOc1ccccc1CNC(=O)c1ccc(NC(=O)C2=CSCCO2)cc1,?,23µM*,3%
COC(=O)C(Cc1cccc(C)n1)(c1ccccc1)c1ccccc1,?,-3%,.
Cc1cccc(NC(=O)c2sc3nc4c(cc3c2N)CCCCCC4)c1C,1.5µM*,0.65µM*,.
Oc1c(C(c2ccccc2)N2CCN(c3ccccc3)CC2)sc2nc(-c3ccco3)nn12 (stereo not given),2%,-2%,-3%
NC(=S)NN=C1c2cc(S(=O)(=O)N3CCOCC3)ccc2-c2ccc(S(=O)(=O)N3CCOCC3)cc21,-1%,-4%,9%
COc1ccccc1CN1CCOc2ccc(CN3CCC(Oc4cccnc4)CC3)cc2C1,-2%[9.04 µM],?,.
COC(=O)c1ccc(C2=NOC(C)(c3nnc(-c4cccc(Cl)c4)o3)C2)cc1 (stereo not given),?,?,.
O=C(CSc1nccn1-c1cccc(Cl)c1)Nc1ccc2c(c1)OCO2,?,-25%,9%
CNc1nc(-c2ccc(OC)cc2)c(-c2ccc(OC)cc2)s1,5%,-4%,8%
Cc1ccc(CSc2nnc(-c3ccccn3)n2Cc2cccs2)cc1,?,?,.
O=c1c2ccccc2nc2ccc(NCc3cccs3)nn12,-21%,-7%,0%
CCSc1ccccc1C(=O)NCc1ccc2c(c1)OCO2,-11%,-12%,0%
N#CCO/N=C(\c1ccccc1)c1ccncc1,?,?,5%
Nc1ccc2ncccc2c1N,?,?,5%
O=C(c1ccccc1)C(CCc1ccccn1)CCc1ccccn1,?,16µM*,.
CC(=O)NC(Cc1ccc(F)cc1)C(=O)NC1CCN(c2ncccc2[N+](=O)[O-])CC1 (stereo not given),7%,6%,-2%
Cc1c(C(=O)/C=C/c2ccccc2F)c2cc(O)ccc2n1C,-17%,?,.
O=S(=O)(c1ccccc1)N1CCN(C2CCCCCCC2)CC1,?,?,9%
COc1ccc(-c2onc(C)c2C)cc1S(=O)(=O)N(C)Cc1ccco1,?,?,5%
O=C(C(Cc1ccccc1)NS(=O)(=O)c1cccc2cccnc12)N1CCc2ccccc21 (stereo not given),?,?,3%
C#CCOCCOCCOCCNc1nc(N2CCN(C(=O)C([C@@H](C)O)n3cc([C@@H](N)CCCCN)nn3)CC2)nc(N2CCN(C(=O)[C@H](CCCCN)n3cc([C@@H](N)[C@H](C)CC)nn3)CC2)n1 (stereo not given in full),2%,-24%,2%
CCOc1ccc(Nc2nc(N(C)c3ccccc3)nc(N)c2[N+](=O)[O-])cc1,0%,-4%,.
CC(=O)NC(Cc1ccccc1F)C(=O)NC1CCN(S(=O)(=O)c2ccccc2)CC1 (stereo not given),-4%,-5%,4%
COCCCN(Cc1cc(OC)c(OC)c(OC)c1)C(=S)Nc1cccc(SC)c1,16µM*,8.2µM*,.
Cc1ccc(/C=C/C(=O)N2CCN(S(=O)(=O)c3cccs3)CC2)o1,5%,-7%,9%
Cc1ccc(-c2c(C(=O)N/N=C/c3sccc3C)nnn2-c2nonc2N)cc1,-28%,?,2%
CCC(C(=O)NCCc1ccc(OC)c(OC)c1OC)n1nc(C)c2sc3ccccc3c2c1=O (stereo not given),9.2µM*,12µM*,0%
CN1CC(=O)N(C)c2nc(Br)n(C)c2C1=O,-8%,-6%,3%
COc1ccc(OC)c(S(=O)(=O)NCCC(C)C)c1,2%,-22%,0%
CCN(CC)CCCNC(=O)c1c(C)oc2ncn(CC(C)C)c(=O)c12,8%,-4%,-8%
O=C(N/N=C/c1ccc(O)cc1)c1[nH]c2ccc(Br)cc2c1-c1ccccc1,3.7µM*,2.9µM*,3%
COC(=O)[C@]1(CC(C)C)N[C@H](c2ccc(-c3ccc(F)cc3)cc2)[C@@H]2C(=O)N(C)C(=O)[C@@H]21,18µM*,?,-3%
Cc1ccc(CCNC(=O)c2cc3ccccn3n2)cc1,-29%,-27%,3%
Cn1ccs/c1=N\C(=O)Nc1ccccc1,-4%,-29%,.

# Additional records follow:
SMILES,TDP1 cell CPT,TDP1 cell noCPT,TDP1 inh
CCc1cc(OCCOCCN(C)C)ccc1Cl,?,?,-6%
Cc1ccc2c(c1)CCC2=O,12%,?,.
O=C(N/N=C/c1cccc2ccccc12)C(=O)N1CCCC1,0%,2%,5%
c1ccc(C2=Nc3c(ccc4ccccc34)C(c3ccncc3)=NN2)cc1,8.2µM*,21µM*,6%
Cc1cccc(-n2ncc(C(=O)NCc3ccccn3)c2C2CCN(C(=O)OC(C)(C)C)CC2)c1,?,?,5%
CCc1ccc(C(=O)NNc2ccc(Cl)cc2)cc1,-9%,-17%,11%
c1cc2c3c(cccc3c1)NC1(CCCCC1)N2,18µM*,18µM*,4%
COc1ccc(C(=O)COC(=O)c2cc([N+](=O)[O-])ccc2N2CCOCC2)c(OC)c1,?,?,-9%
O=C(O)C1CCCCC1C(=O)Nc1ccc(S(=O)(=O)N2CCCC2)cc1 (stereo not given),-8%,-6%,.
O=C(COC(=O)/C=C/c1cccc(Br)c1)NCCc1ccccc1,0%,-26%,-16%[0.505 µM]
O=C1c2ccccc2[C@@H]2C[C@H]3O[C@H]3CCN12,5%,-1%,0%[56.1 µM]
CCN(CC)S(=O)(=O)c1ccc2c(c1)nc(CN(C)C(=O)Nc1cccc(Cl)c1)n2C,?,?,-6%
Cc1ccccc1OCC(=O)NCCC(=O)O,3%,2%,1%
O=C(NCC1CCCO1)c1ccc(Cn2c(=S)[nH]c3ccccc3c2=O)cc1 (stereo not given),4%,-25%,5%
CCOc1ncccc1C(=O)Nc1ccc(S(=O)(=O)Nc2nc(C)cc(C)n2)cc1,-17%,-4%,3%
CCCCCC(=O)Nc1cc(S(=O)(=O)N2CCOCC2)ccc1N1CCCC1,-16%,?,2%
c1ccc(Cc2nc3ccccc3[nH]2)cc1,-16%,-8%,.
COc1ccc(NC(=O)C(C)N2C(=O)C3CC=C(Cl)CC3C2=O)cc1 (stereo not given),-4%,-4%,4%
CCOc1ccc(N(CC(=O)NC2CCCCC2)C(=O)CCCC(=O)Nc2ccccn2)cc1,8%,-6%,-5%
CC1(C)CC(=O)C2=C(C1)Nc1cc(C(=O)c3ccccc3)ccc1NC2c1ccccn1 (stereo not given),4%,-2%,-2%
COC(=O)C1N2C(=O)N(C)[C@H](C(=O)OC)[C@H]2SC1(C)C (stereo not given in full),-9%,-3%,.
O=S(=O)(Nc1ccc2ccccc2c1)c1ccccc1,?,?,8%
Nc1nnnn1/N=C/c1cccc(OCc2ccccc2Cl)c1,26µM*,?,0%
O=C(NN1C(=O)NC2(CCCCC2)C1=O)c1cc2ccccc2o1,-11%,-9%,0%
COCOCCn1cc(CN2CCS(=O)(=O)N(Cc3ccc(-c4ccc(OC)nc4)cc3)C(C)C2=O)nn1 (stereo not given),-13%,-19%,.
Cc1cccc(Nc2nnc(SC3CCOC3=O)s2)c1C (stereo not given),-9%,0%,3%
COc1ccc(CCCc2n[nH]c(=S)o2)c(C)c1,6%,-20%,3%
CC(=O)NC(NC(=S)Nc1cccc(Br)c1)C(Cl)(Cl)Cl (stereo not given),?,?,.
N#Cc1ccc(-c2nc3ccc(Cl)cn3c2Cc2ccsc2)cc1,?,?,.
CC(=O)c1nn(-c2ccccc2)cc1C(=O)c1ccc(C)cc1,?,23µM*,.
CC(C)OC(=O)CSc1nnc(-c2ccccn2)n1C,0%,-8%,4%
OCC[C@H]1C[C@@H](O)[C@H](O)[C@@]2(Cc3ccccc3CCO2)O1,-4%,-9%,0%
O=C(Nc1cccc(C(F)(F)F)c1)NC1CCCCC1,23µM*,?,-3%
CC(C)(C)N=C1NN=C(c2cc3ccccc3o2)CS1,?,23µM*,8%
CC(=O)c1ccc(Nc2ccc([N+](=O)[O-])c3nonc23)cc1,?,23µM*,.
Cc1ccc(C(=O)NCCSCc2ccccc2)cc1[N+](=O)[O-],?,?,4%
CCCCC[C@H](C)N1C[C@@H](COCc2ccccc2)Oc2cc(N3CCC[C@H]3COC)ccc2S1(=O)=O,?,18µM*,.

# Of the compounds above, 15 contain a Cl atom.
SMILES,TDP1 cell CPT,TDP1 cell noCPT,TDP1 inh
O=C(O)C1CCC1C(=O)Nc1nc(-c2ccc(Cl)s2)cs1 (stereo not given),-11%,-6%,-3%
CC(C)(C)c1ccc(C(=O)N/N=C/c2cccc(Cl)c2)cc1,?,16µM*,7%
CC(=O)Nc1sc2c(c1C(c1cccc(Cl)c1)N1CCN(CCO)CC1)CCCC2 (stereo not given),16µM*,26µM*,8%
O=C(/C=C/c1ccccc1)NNC(=O)c1cccc(Cl)c1,3%,-18%,4%
Cn1ncc(Cl)c1C(=O)NCc1ccc(Cl)cc1,?,8.2µM*,-2%
O=C(NCc1csc(-c2cccs2)n1)Nc1cccc(Cl)c1,5%,7%,-2%
COC(=O)c1ccc(C2=NOC(C)(c3nnc(-c4cccc(Cl)c4)o3)C2)cc1 (stereo not given),?,?,.
O=C(CSc1nccn1-c1cccc(Cl)c1)Nc1ccc2c(c1)OCO2,?,-25%,9%
CCc1cc(OCCOCCN(C)C)ccc1Cl,?,?,-6%
CCc1ccc(C(=O)NNc2ccc(Cl)cc2)cc1,-9%,-17%,11%
CCN(CC)S(=O)(=O)c1ccc2c(c1)nc(CN(C)C(=O)Nc1cccc(Cl)c1)n2C,?,?,-6%
COc1ccc(NC(=O)C(C)N2C(=O)C3CC=C(Cl)CC3C2=O)cc1 (stereo not given),-4%,-4%,4%
Nc1nnnn1/N=C/c1cccc(OCc2ccccc2Cl)c1,26µM*,?,0%
CC(=O)NC(NC(=S)Nc1cccc(Br)c1)C(Cl)(Cl)Cl (stereo not given),?,?,.
N#Cc1ccc(-c2nc3ccc(Cl)cn3c2Cc2ccsc2)cc1,?,?,.

# Screening results: PubChem, National Center for Advancing Translational Sciences (NCATS)
